TRPC4 agonist: activators of mouse TRPC4 channel, primary screen, Fluo4 calcium, HEK293 TRPC4beta/mu-opioid cells | B-score at 10 µM | Fluo4 calcium fluorescence; stronger effect = higher value | hit rate 0.49% among 310,000 | Short transient receptor potential channel 4 (Mus musculus), Q9QUQ5 | AID 2237, 2010;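 active = B-score above 5 SD of library B-scores, and initial fluorescence ratio not above library mean plus 5 SD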;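 note: positive B-score marks a calcium rise read as TRPC4 activation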
Target sequence (Q9QUQ5 whole entry, looked up): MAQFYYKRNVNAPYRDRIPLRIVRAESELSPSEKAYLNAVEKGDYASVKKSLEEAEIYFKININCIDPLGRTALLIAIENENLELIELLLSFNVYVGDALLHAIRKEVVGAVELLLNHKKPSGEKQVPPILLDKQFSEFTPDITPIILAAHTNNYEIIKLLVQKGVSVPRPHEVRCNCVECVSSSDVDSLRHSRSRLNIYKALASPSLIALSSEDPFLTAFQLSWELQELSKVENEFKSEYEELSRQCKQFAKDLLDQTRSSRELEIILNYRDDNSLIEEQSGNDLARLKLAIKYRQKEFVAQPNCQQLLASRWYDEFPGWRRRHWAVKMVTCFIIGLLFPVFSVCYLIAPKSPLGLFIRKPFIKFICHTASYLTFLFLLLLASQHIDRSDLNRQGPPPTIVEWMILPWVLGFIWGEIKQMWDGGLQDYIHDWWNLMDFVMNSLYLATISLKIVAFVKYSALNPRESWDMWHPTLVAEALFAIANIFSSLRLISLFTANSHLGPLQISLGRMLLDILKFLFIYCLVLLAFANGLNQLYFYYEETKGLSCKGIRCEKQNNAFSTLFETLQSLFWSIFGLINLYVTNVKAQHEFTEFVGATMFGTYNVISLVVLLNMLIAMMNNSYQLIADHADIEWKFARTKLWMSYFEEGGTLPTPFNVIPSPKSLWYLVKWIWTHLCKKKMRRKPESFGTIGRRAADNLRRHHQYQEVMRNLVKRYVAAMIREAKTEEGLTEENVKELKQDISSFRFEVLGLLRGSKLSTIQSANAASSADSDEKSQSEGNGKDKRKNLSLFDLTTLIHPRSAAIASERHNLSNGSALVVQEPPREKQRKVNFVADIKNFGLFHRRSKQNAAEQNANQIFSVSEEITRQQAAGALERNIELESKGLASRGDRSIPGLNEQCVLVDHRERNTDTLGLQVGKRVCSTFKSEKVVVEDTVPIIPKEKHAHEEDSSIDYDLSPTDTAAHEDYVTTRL
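Material: TRPC4beta and mu-opioid receptor HEK293 stable cells | Incubation: 45 min room-temperature Fluo4 loading, 110 s read | Detection: Kinetic Fluo4 calcium fluorescence | Measure: Integrated baseline-normalised fluorescence ratio, converted to per-well B score | Benchmarks: Low control buffer alone, high control maximal DAMGO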
TRPC4 PAM: positive allosteric modulators of TRPC4, primary screen, cell-based, mouse TRPC4beta, HEK293 mu-opioid, Fluo-4 calcium. DAMGO EC20, Fluo-4 Ca2+ flux; stronger effect = higher value. hit rate 0.42% among 310,000. B-score at 10 µM;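 active = B-score of calcium response area above 5 SD of library B-scores, with initial fluorescence ratio within 5 SD of library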;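 note: B-score of integrated fluorescence ratio over time as area under calcium response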
TRPC6 activator: mouse TRPC6 channel activators, primary screen, cell-based, HEK293, membrane potential dye | Short transient receptor potential channel 6 (Mus musculus), Q61143 | HEK293-TRPC6 membrane potential dye fluorescence; stronger effect = higher value | AID 2550, 2010 | B-score at 10 µM | hit rate 0.13% among 310,000;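 active = B-score of the integrated fluorescence ratio above library mean plus 3 SD, and starting fluorescence ratio within library mean plus 5 SD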;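 note: higher score means more depolarization so channel activation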
HIF act: HIF pathway transcriptional activators, primary screen, cell-based, U2OS HRE-luciferase, luminescence; activation, % at 7.5 µM (by protocol); hit rate 0.32% among 300,000; U2OS HRE-luciferase reporter; normalized: DMSO 0%, desferrioxamine 100%; AID 1910, 2009;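 active = mean activation of at least 10% of the iron chelator positive control signal, with at least half of replicates also reaching 10%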
TRPC4 block: inhibitors of mouse TRPC4 channel, primary screen, Fluo4 calcium, HEK293 TRPC4beta/mu-opioid cells; Short transient receptor potential channel 4 (Mus musculus), Q9QUQ5; DAMGO-evoked Fluo4 calcium flux; stronger effect = lower value; B-score at 10 µM; hit rate 0.39% among 300,000;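 active = B-score over 3 SD under the library average, no early fluorescence shift, positive overall ratio signal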
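Assay system: HEK293 cells with stable TRPC4beta plus mu-opioid receptor expression. Dosing: single dose. Measured by: Fluo4 Ca2+ flux fluorescence. Also added: DAMGO in two steps, submaximal then maximal. Read-out: B score from integrated Fluo4 fluorescence ratio.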
SKKanGAS inh: S. pyogenes SKKanGAS growth inhibitors in kanamycin, primary screen, streptokinase expression inhibitor project, SKKanGAS strain, BacTiter-Glo luminescence. 6 h. inhibition, % at 7.5 µM. hit rate 1.3% among 300,000;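 active = mean replicate score, as percent of positive control median, at least 50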;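 note: strain carries kanamycin resistance gene driven by streptokinase promoter and grows in 40 µg/ml kanamycin; loss of luminescence reflects streptokinase promoter inhibition or plain growth inhibition; 0% = median of DMSO wells and 100% = positive control at its reference dose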
IEC-6 cytotox: cytotoxicity in IEC-6 intestinal epithelial cells, primary screen, cytotoxicity control for KLF5 inhibitor project, cell-based, luminescence; IEC-6 cytotoxicity, luminescence viability; inhibition, % at 5 µM; hit rate 0.78% among 290,000; AID 1825, 2009; in the data active = inhibition above about 22%;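 note: 0% = plate median of test compound wells and 100% = cytotoxic reference compound wells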
aSyn UTR inh: MLPCN primary screen, SNCA 5' untranslated region; alpha-synuclein 5'UTR reporter, inhibitor activity; inhibition, % (tested at 7.5 µM); hit rate 0.82% among 300,000; in the data active = inhibition above about 60%;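 note: H4 neuroglioblastoma cells stably carrying SNCA 5'UTR luciferase fusion; 0% = DMSO wells and 100% = positive control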
TRPC6 inhibitor: mouse TRPC6 channel inhibitors, primary screen, cell-based, HEK293, membrane potential dye; Short transient receptor potential channel 6 (Mus musculus), Q61143; ACh-evoked depolarization; stronger effect = lower value; B-score at 10 µM; hit rate 1.1% among 310,000;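 active = B-score under library mean minus 3 SD, initial fluorescence not abnormally high, positive integrated signal ratio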;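 note: B-score derived from integrated fluorescence ratio over the kinetic read; more negative B-score means stronger inhibition of depolarization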
MrgX1 antag: antagonists of human MrgX1 receptor, primary screen, HEK293 cells, Fluo-4 calcium flux. Mas-related G-protein coupled receptor member X1 (Homo sapiens), Q96LB2. BAM8-22 antagonism; stronger effect = lower value. B-score at 10 µM. hit rate 1.3% among 310,000. AID 588676, 2011;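 active = calcium-response B-score plate-corrected more than 3 library SD below zero, starting fluorescence within 5 deviations, no agonist response on first addition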;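 note: peak minus trough fluorescence over baseline after final BAM8-22 challenge near maximal dose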
KLF5 inhibitor: KLF5 expression inhibitors, primary screen, DLD-1 cells, luminescence | DLD-1 KLF5 promoter-luciferase reporter | inhibition, % at 5 µM | hit rate 0.23% among 290,000;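 active = inhibition above a per-plate limit of that plate's mean compound inhibition plus 3 SD, cut at about 60% in these data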;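 note: 0% = DMSO wells and 100% = LY294002 at 200 µM; higher means less KLF5 promoter-driven luciferase light; inactives centre near -14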
* = called active by the depositor; i = inactive; · = no result given. No enrichment for hits. About 5.8% of those tested had a hit in this group.

structure,TRPC6 activator,aSyn UTR inh,IEC-6 cytotox,TRPC4 PAM,KLF5 inhibitor,MrgX1 antag,HIF act,TRPC4 agonist,SKKanGAS inh,TRPC6 inhibitor,TRPC4 block
O=C(CCl)N1CCN2C(=O)c3ccccc3C12c1ccc(Cl)cc1 (stereo not drawn),i,36,-3,i,4,i,3.7,i,-10,i,i
O=C(NCCNC(=O)c1cnccn1)c1cccc(Cl)c1,i,-20,7,i,0,i,0.1,i,-10,i,i
Cc1ccc(CNC(=O)C2CCN(c3nc(C)cc(C)n3)CC2)cc1,i,-4,·,i,·,i,-0.3,i,1,i,i
O=C(COc1coc(CN2CCCc3ccccc32)cc1=O)Nc1cccc([N+](=O)[O-])c1,i,-7,·,i,·,i,0.2,i,-16,i,i
NS(=O)(=O)c1ccc(CCNC(=O)c2cnc(Cl)c(Cl)c2)cc1,i,2,-4,i,-1,i,-1.3,i,-3,i,i
Nc1nc(N)c(N=Nc2ccc(C(=O)O)cc2)c(N)n1,i,-6,-7,i,-5,i,-23,i,17,i,i
CCn1c(=O)c2cc(C(=O)N(C)c3cc(C)ccc3OC)sc2c2ccccc21,i,7,-2,i,-12,i,-0.3,i,8,i,-6*
O=C(CCNC(=O)c1ccccc1Cl)Nc1cc(S(=O)(=O)N2CCOCC2)ccc1N1CCCC1,i,2,-3,i,-20,i,-0.7,i,-5,i,i
CC(C)(C)c1ccc(C(CC(=O)O)NC(=O)Cc2ccc(Cl)cc2)cc1 (stereo not drawn),i,2,4,i,8,i,0.3,i,1,i,i
COCCn1c(SCc2ccccc2F)nc2ccccc2c1=O,i,20,2,i,-40,i,0.0,i,-9,i,-6*
O=C(NCc1ccc2[nH]c3c(c2c1)CCCC3)N1CCOCC1,i,8,-5,i,-6,i,-13,i,3,i,i
COc1ccccc1N(CC(=O)NC1CCCCC1)S(C)(=O)=O,i,-2,-8,i,-33,i,94*,i,-6,i,i
CCc1nnc2cccc(Cl)n12,i,-26,-8,i,-11,i,-0.1,i,5,i,i
COc1ccc(/C(C)=N/NC(=O)c2ccncc2)cc1,i,6,2,i,-16,i,-0.1,i,-4,i,i
Cn1cc(C(=O)Nc2cccc(F)c2)cn1,i,-5,-12,i,-18,i,-0.1,i,-4,i,i
CCCCCCCC[n+]1cccc2c3ccccc3ccc21,i,26,45*,i,82*,i,-1.4,i,17,i,-6*
CCn1c(O)c(N=NC(=O)Cn2ccc(C(F)(F)F)n2)c2ccccc21,i,-1,-2,i,-7,i,-0.1,i,-4,i,i
CC1Cc2cc(S(=O)(=O)NCCC(=O)NCc3ccc(F)cc3)ccc2N1C(=O)C1CC1 (stereo not drawn),i,33,3,i,-6,i,-0.8,i,1,i,i
CCOc1ccc(N(C(=O)c2snc(C(N)=O)c2N)C(C)C(=O)NC2CCCCC2)cc1 (stereo not drawn),i,4,-4,i,10,i,-0.8,i,-10,i,i
CCC1(C)Cc2[nH]c(=O)c(C#N)cc2CO1 (stereo not drawn),i,-1,2,i,-11,i,-0.5,i,-8,i,i
Cc1cc(OCc2ccc(C(=O)NN=C3CCCC3)cc2)ccc1Cl,i,-38,-12,i,-54,i,0.9,i,6,i,i
Cc1ccc(SCC2(O)CCN(S(=O)(=O)c3ccc(Cl)cc3)CC2)cc1,i,-5,2,i,-22,i,-0.1,i,0,i,i
CN(C)c1ccc(NC(=O)Cn2cc3c(n2)CCCC3)cc1,i,-58,4,i,-35,i,2.2,i,-5,i,i
Cc1ccc(/C=C2\SC(N3CCN(C(c4ccccc4)c4ccccc4)CC3)=NC2=O)o1,i,11,-1,i,-24,i,0.3,i,18,i,i
CCS(=O)(=O)Nc1ccc(-c2nnc(SCC(=O)OC)o2)cc1,i,7,0,i,-34,i,-0.4,i,0,i,i
COc1ccc(Br)cc1C(=O)Nc1ccccc1-c1ccccc1,i,-27,5,i,-17,i,0.3,i,11,i,i
Cn1cnnc1SCC(=O)Nc1cccc(S(=O)(=O)N2CCOCC2)c1,i,-3,-7,i,-4,i,-0.4,i,5,i,i
CCN(CC)CCNC(=O)c1ccc2c(c1)ncn2C1CCCCC1,i,1,-3,i,-10,i,-0.7,i,-5,i,i
COC(=O)c1ccc(NC(=O)Nc2ccc(F)cc2)cc1,i,-141,1,i,-73,i,1.7,i,2,i,i
COc1ccccc1N1C(N)=NC(N)=NC1(C)C,i,0,0,i,-14,i,-0.1,i,-6,i,i
Cc1ccc(S(=O)(=O)N(C)C)cc1NC(=O)COC(=O)C1CC(=O)N(c2ccc3c(c2)OCCO3)C1 (stereo not drawn),i,-17,·,i,·,i,0.0,i,-3,i,i
COc1ccc(O)c(-c2cc(-c3ccccc3Cl)[nH]n2)c1,i,-115,-2,i,-131,i,2.8,i,59*,i,i
COc1ccc(C)cc1NC(=S)N1CCN(S(C)(=O)=O)CC1,i,11,-4,i,-73,i,0.3,i,4,i,i
Cc1ccc(N2C(=O)[C@@H]3[C@H](C2=O)[C@H]2C=CC=NN2[C@@H]3C(=O)Nc2ccc(Cl)cc2)cc1,i,-30,-5,i,-43,i,-0.1,i,-3,i,i
Cc1ccc(C(=O)Nc2nc(C)c(C(=O)N(C)C)s2)o1,i,-77,5,i,-59,i,1.4,i,-7,i,i
O=C(O)c1cnn(-c2ccccc2)c1C(F)(F)F,i,3,0,i,-4,i,0.3,i,-7,i,i
COc1cc(OC)c(C(=O)NCCCN2CCOCC2)cc1OC,i,6,-3,i,6,i,0.2,i,-6,i,i
Clc1ccc(-n2nnnc2CN2CCOCC2)cc1Cl,i,3,0,i,-44,i,-0.2,i,-5,i,i
CCOCCCN1C(=O)C(O)=C(C(C)=O)C1c1cccs1 (stereo not drawn),i,19,-3,i,-41,i,-1.4,i,0,i,i
C#CCOCCOCCOCCNc1nc(N2CCN(C(=O)C(Cc3cc4ccccc4[nH]3)n3cc(C(N)C(C)CC)nn3)CC2)nc(N2CCN(C(=O)C(Cc3cc4ccccc4[nH]3)n3cc(C(N)C(C)CC)nn3)CC2)n1 (stereo not drawn),i,13,-7,i,6,i,-0.6,i,2,i,i
O=C(O)c1ccc(N2C(=O)/C(=C/C=C/c3ccccc3)SC2=S)cc1,i,-20,-1,i,6,i,-0.1,i,-7,i,i
COc1ccc(NS(=O)(=O)c2cc(C(=O)N3CCN(C(C)=O)CC3)ccc2Cl)cc1,i,13,3,i,-29,i,-0.1,i,-7,i,i
COC(=O)CCCN=C1SCCN1Cc1ccccc1,i,-16,5,i,0,i,-0.3,i,-5,i,i
COc1ccc(CNC(=O)CCSCc2cccc(F)c2)cc1,i,9,-2,i,-11,i,-2.2,i,-10,i,i
c1csc(-c2nnc(-c3ccc(N4CCOCC4)cc3)o2)c1,i,-18,6,i,-82,i,0.0,i,7,i,i
O=C(c1sccc1Cl)N1CCN(Cc2ccc3c(c2)OCO3)CC1,i,18,12,i,-62,i,0.4,i,-4,i,i
CC(Oc1ccc([N+](=O)[O-])cc1)C(=O)NCCCN1CCOCC1 (stereo not drawn),i,-12,-5,i,-14,i,-0.2,i,-1,i,i
Cc1ccn2cc(CCNS(=O)(=O)c3ccc([N+](=O)[O-])cc3)nc2c1,i,8,2,i,-13,i,-0.3,i,-7,i,i
CCCCNC(=O)C1CCCNC1=O (stereo not drawn),i,5,0,i,2,i,0.0,i,0,i,i
COc1ccc2c(C)cc(SCC(=O)Nc3nsc(-c4ccc(C)cc4)n3)nc2c1,i,-82,1,i,-6,i,0.4,i,17,i,i
Cc1ccc(N2C(=O)c3ccc(C(=O)N4CCN(c5ccccc5F)CC4)cc3C2=O)cc1,i,-1,3,i,-9,i,-0.6,i,1,i,i
COc1ccc(N(C(=O)C2CCCCC2)S(=O)(=O)c2cccc3cccnc23)cc1,i,-3,0,i,6,i,0.0,i,6,i,i
Cc1cccc(NC(=O)COn2nnc3ccc(S(C)(=O)=O)cc32)c1,i,11,-5,i,5,i,-0.8,i,-3,i,i
Cc1ccc(-c2nnn(CC(=O)N(c3ccccc3)C(C(=O)NC3CCCC3)c3ccncc3)n2)o1 (stereo not drawn),i,2,1,i,3,i,-0.3,i,1,i,i
CC(=O)Nc1ccc(S(=O)(=O)Nc2nccc(C)n2)cc1,i,7,-3,i,-10,i,0.0,i,0,i,i
COc1ccc(C(=O)Nc2ccc(C(=O)NCC3CCCO3)cc2)c(OC)c1OC (stereo not drawn),i,-1,-2,i,-10,i,-3.7,i,-1,i,i

(next part)
structure,TRPC6 activator,aSyn UTR inh,IEC-6 cytotox,TRPC4 PAM,KLF5 inhibitor,MrgX1 antag,HIF act,TRPC4 agonist,SKKanGAS inh,TRPC6 inhibitor,TRPC4 block
CN1C(=O)CC(C(=O)O)SC1=Nc1cc(Cl)cc(Cl)c1 (stereo not drawn),i,-1,-1,i,-15,i,0.0,i,-4,i,i
Cc1onc2c(=O)n(-c3ccccc3)nc(-c3ccccc3)c12,i,5,-1,i,-8,i,-1.7,i,3,i,i
C#CC[N+](C)(C)C(C#Cc1ccccc1)CC=C (stereo not drawn),i,-14,1,i,10,i,-0.7,i,-3,i,i
Cc1cccc(C(=O)N[C@H](C(=O)Nc2nc3ccc(S(C)(=O)=O)cc3s2)C(C)C)c1,i,47,6,i,-12,i,-0.4,i,9,i,i
O=[N+]([O-])c1ccccc1OCc1nc(-c2cccs2)no1,i,-114,-6,i,-204,i,4.0,i,4,i,i
CN(C(=O)CSc1nc(O)cc(=O)n1-c1ccccc1F)c1ccccc1,i,-7,-6,i,-22,i,-0.7,i,24,i,i
OCC1(Cc2ccccc2)CCN(Cc2ccc(C(F)(F)F)cc2)CC1,i,19,-2,i,-6,i,0.8,i,1,i,i
CCOc1ccc(NC(=O)C2CCCN(S(=O)(=O)c3ccc(-n4cnnn4)cc3)C2)cc1 (stereo not drawn),i,-6,-10,i,-18,i,-0.8,i,-7,i,i
